# PglD DTNB – inhibitors of Campylobacter jejuni PglD acetyltransferase | purified PglD enzyme, DTNB colorimetric CoA detection | 360,000 compounds, 0.098% hits | inhibition, % at 12.5 µM; in the data active means inhibition above about 16%, passing the limit was not always enough; further: strong numbers were not always called active
# C2C12 statin – suppression of simvastatin myotoxicity | rescue of ATP level, % at 7.49 µM | C2C12 myotubes + simvastatin, ATP luminescence, 48 h; scaled: DMSO 0, geranylgeraniol control 100 | 330,000 compounds, 0.78% hits;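 active means mean ATP rescue above about 67%, or every replicate alone reaching that limit, limit read from the data, passing the limit was not always enough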;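 further: myotubes were challenged with 10 µM simvastatin during compound exposure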
# Numbers without * were called inactive; & = joins results of further samples. Some of the compounds tested, so the mix of outcomes need not match the whole.
entry | Molecule | PglD DTNB | C2C12 statin
1 | CC(=O)c1ccc(-n2c(-c3cc(-c4ccco4)[nH]n3)n[nH]c2=S)cc1 | -1 | 84*
2 | COc1ccc(C(=O)NC(=S)N(Cc2ccccc2)Cc2ccccc2)cc1 | 3 | 4
3 | CCOc1ccc(-c2nnn(CC(=O)NCCc3c[nH]c4ccccc34)n2)cc1 | -3 | 4
4 | CC1(C)Cc2ccccc2-c2nnc(SCC(=O)Nc3nc4ccccc4s3)n21 | 2 | 6
5 | COc1ccc(-n2nnnc2SCC(=O)Nc2nnc(C)s2)cc1OC | -3 | -8
6 | CN(C)c1cc[n+](CC(=O)Nc2ccc([N+](=O)[O-])cc2Cl)cc1 | -2 | 11
7 | COc1ccc(C(=O)COC(=O)[C@H](C)Nc2ccc(C(F)(F)F)cc2[N+](=O)[O-])c(OC)c1 | 2 | 9
8 | CC1CC(C)CN(CCCn2c(=S)[nH]c3ccccc3c2=O)C1 (stereo unspecified) | 3 | -1
9 | CCOC(=O)c1cc2c(=O)n3cccc(C)c3nc2n(Cc2ccco2)c1=NC(=O)c1ccc(C)cc1 | -9 | -7
10 | CCCn1c(=N)n(CC(O)c2ccco2)c2ccccc21 (stereo unspecified) | 8 | 2
11 | O=C(O)c1ccc(COc2c(F)c(F)cc(F)c2F)o1 | 2 | 1
12 | COc1ccc(N2C(=O)c3cccc4cccc(c34)C2=O)nn1 | -3 | 24
13 | Cc1ccc2nc3ccc(N4CCCC4)nn3c(=O)c2c1 | -1 | -5
14 | C=C(C)COc1ccc2c(C)c(CC(=O)OC)c(=O)oc2c1C | 2 | -25
15 | F[B-](F)(F)c1cc2cc(Br)ccc2s1 | -5 | -2
16 | O=C(C1=C[C@H](C2CCCCC2)C[C@H](OCCCCO)O1)N1CCN(Cc2ccc3c(c2)OCO3)CC1 | 3 | 9
17 | C=CCSc1nnc2c(n1)OC(c1cccnc1)N(C(C)=O)c1ccccc1-2 (stereo unspecified) | -1 | 8
18 | O=C(NCc1cccnc1)c1c[nH]c2cc3c(cc2c1=O)OCCO3 | -2 | -8
19 | CC(=O)Nc1ccc(S(=O)(=O)Nc2c(C)n(C)n(-c3ccccc3)c2=O)cc1 | -6 | 4
20 | CC(C)Oc1snc(Cl)c1C(N)=O | -2 | 5
21 | Cc1cc2ncn(C(=O)c3c(-c4ccccc4)noc3C)c2cc1C | -4 | -2
22 | N#CCSc1nnc2c(Cl)cc(Cl)cn12 | -3 | 2
23 | CN(Cc1nc(-c2ccccn2)no1)S(=O)(=O)c1ccc(Cl)cc1 | -108 | 2
24 | COc1ccc(CNC(=O)C(NC(C)=O)C(=O)Nc2ccc(OC)cc2)cc1 (stereo unspecified) | 3 | 25
25 | CS(=O)(=O)N(CC(=O)N1CCCC1)c1cccc(Cl)c1 | -2 | -10
26 | Cc1ccc(C(=O)N2CCN(c3ncnc4c3cnn4-c3ccccc3)CC2)cc1 | 9 | 9
27 | CCCC(=O)Nc1cc(C)c(NC(=O)c2ccncc2)cn1 | -4 | 10
28 | CCC(=O)NC(=S)Nc1ccccc1C(=O)OC | -1 | -6
29 | Cc1cc(C)c(C#N)c(Nc2ccccc2)n1 | 2 | -38
30 | CCOC(=O)C1CCCN(C(=O)Cc2c(C(=O)O)[nH]c3ccccc23)C1 (stereo unspecified) | 5 | 12
31 | CCSc1ncc(Cl)c(C(=O)Nc2ccc(S(=O)(=O)Nc3onc(C)c3C)cc2)n1 | 1 | 0
32 | CCCOc1ccc(CSc2nnc(CCC)n2N)cc1 | 1 | 1
33 | CCn1c(CSCc2ccc(F)cc2)nnc1SCC(=O)NCc1ccccc1 | -4 | 5
34 | COC(=O)c1nnn(Cc2ccccc2)c1N | 6 | 1
35 | Nc1nc(Br)c2c(F)cccc2c1-c1ccccc1 | 0 | -21
36 | Cc1cc(C(=O)COC(=O)CCCN2C(=O)c3ccccc3C2=O)c(C)n1C | 3 | 6
37 | COc1ccc(OC)c(NC(=O)C2CC(=O)N(CCc3ccc(F)cc3)C2)c1 (stereo unspecified) | 0 | 40
38 | O=C(NCCCN1CCCCCC1)c1ccc(CS(=O)(=O)Cc2ccccc2F)o1 | 7 | -8
39 | COC(=O)CCC(=O)c1oc2ccc(Cl)cc2c1NC(=O)CCCN1C(=O)c2ccccc2C1=O | 3 | 1
40 | COc1ccc(CCNC(=O)CN(c2ccc(C)cc2)S(=O)(=O)c2c(C)noc2C)cc1OC | -10 | 26
41 | Cc1ccc(N(CC(=O)NCC2CCCO2)C(=O)CCC(=O)Nc2ccccn2)cc1C (stereo unspecified) | -1 | 48
42 | O=[N+]([O-])c1cccnc1NCCNc1ncc(C(F)(F)F)cc1Cl | 1 | 136*
43 | CC(=O)Nc1ccc(-c2nnn(CC(=O)c3ccccc3)n2)cc1Cl | 5 | 6
44 | CCNC(=O)C1CC(=O)N(c2ccc(Br)cc2)C1 (stereo unspecified) | 8 | 1
45 | CCOC(=O)N1CCN(Cc2nc(N)nc(Nc3ccc(OCC)cc3)n2)CC1 | -1 | 3
46 | Cc1c(CCO)c(=O)n(C)n1C(=O)c1ccc(Cl)cc1 | 2 | -7
47 | C=CCn1c(N)cc(=O)nc1SC(C)C(=O)Nc1cccc2ccccc12 (stereo unspecified) | 1 | -12
48 | CC1=NN(C(=O)c2ccc(Cn3nc(C)cc3C)o2)C(O)(C(F)(F)F)C1 (stereo unspecified) | 3 | 4
49 | CCc1ccc(-c2cc(C(F)(F)F)n3nc(C(=O)Nc4cnn(Cc5ccc(C)cc5)c4)cc3n2)s1 | -3 | -237
50 | Cc1ccc(NC(=O)CS(=O)CC(=O)NCCCN(C)c2ccccc2)cc1 (stereo unspecified) | 2 | -2

# Next part:
entry | Molecule | PglD DTNB | C2C12 statin
51 | O=C(O)c1ccc2c(c1)nnn2C1CCCCC1 | 3 | -1
52 | CCCS(=O)(=O)c1nc(S(=O)(=O)c2ccc(C)cc2)c(N2CCCC2)s1 | -4 | 7
53 | CCOc1ccccc1C(=O)Nc1cc(C(=O)NCCc2ccccc2)ccc1Cl | -1 | -59
54 | CC(C)(C)NC(=O)CN(Cc1cccs1)C(=O)C1COc2ccccc2O1 (stereo unspecified) | -1 | 5
55 | O=C(Cn1nc(C(F)(F)F)c2c1CCCC2)NC1CCCC1 | 0 | 2
56 | CCOc1ccccc1C(=O)NCCCN1CCN(CCCNC(=O)c2ccccc2OCC)CC1 | 0 | -3
57 | CC(C(=O)NC(=O)NCc1ccccc1)N1C(=O)c2ccccc2C1=O (stereo unspecified) | -5 | 96*
58 | CC(=O)N(C)c1ccc(NC(=O)c2ccc([N+](=O)[O-])cc2Cl)cc1 | 12 | 5
59 | O=C(Nc1cccn2ncnc12)C(Cl)Cl | 1 | 6
60 | Cn1cc(-c2coc3c(C(=O)NCc4cccs4)cccc23)cn1 | -8 | 3
61 | Cn1c(/C(C#N)=C(\O)CN2CCN(Cc3ccccc3)CC2)nc2ccccc21 | 10 | -8
62 | O=C(Nc1cccc(Cl)c1)Nc1nccs1 | 0 | -10
63 | CNC(=O)COC(=O)c1cccnc1SC | -1 | -6
64 | COc1ccc2c(c1)c1ncn(CCN3CCCC3)c(=O)c1n2C | 1 | -6
65 | COCCn1nnnc1C(c1cccc(OC)c1OC)N1CCN(C2CCCCC2)CC1 (stereo unspecified) | 2 | 0
66 | CC(=O)c1cccc(NC(=O)N2C3CCC2CC(O)(c2cccnc2)C3)c1 (stereo unspecified) | 0 | -9
67 | COC(=O)c1[nH]c2cccc(OC)c2c1NC(=O)CN1CC2(C)CC1CC(C)(C)C2 (stereo unspecified) | -5 | -4
68 | Cc1cc(-c2ccccc2)nc(Oc2cccc(C(F)(F)F)c2)c1S(C)(=O)=O | -5 | -17
69 | N#Cc1ccc(N=c2ssnc2Cl)cc1 | -3&-1 | 6&15
70 | CN1C(=O)CC(N2CCN(CCN=CC3=C(O)CC(C)(C)CC3=O)CC2)C1=O (stereo unspecified) | -10 | -3
71 | COc1ccc(NC(=O)NC(C(F)(F)F)C(F)(F)F)cc1 | 6 | 6
72 | CC(C)CC1NC(=O)N(CC(=O)c2ccc3c(c2)OCCO3)C1=O (stereo unspecified) | -1 | -19
73 | O=C(Nc1cnc2ccccc2c1)c1cccc(-n2cnnn2)c1 | -1 | -21
74 | CC(C)OC(=O)NCN1C(=O)C2C3C=CC(C3)C2C1=O (stereo unspecified) | -6 | 50
75 | COc1ccc(NC(=O)N2CCc3ccccc32)cc1 | 0 | -53
76 | CCC(C)c1ccc(OCC(=O)O)cc1 (stereo unspecified) | -1 | -2
77 | CC(C)c1ccc(NC(=O)c2ccc(-c3ccnn3C)c3ccoc23)cc1 | -10 | -22
78 | Cc1cc(=O)[nH]c(SCC(=O)O)c1C#N | -6 | -1
79 | O=S(=O)(/N=C(/Nc1cccc2ccccc12)c1ccccc1)c1cccs1 | 0 | 40
80 | O=C(Nc1nnc(CCc2ccccc2)s1)c1ccco1 | -4 | 10
81 | Cc1nn(-c2ccccc2)c(C)c1C(=O)OCC(=O)N1c2ccccc2NC(=O)C1(C)C | -4 | -17
82 | CC(=O)c1ccc(-c2nc3ccccc3n2C)o1 | 5 | -13
83 | O=C(NCc1cn2ccccc2n1)c1ccc2c(c1)OCO2 | -2 | -2
84 | CCc1nnc(NC(=O)Cn2c(=O)oc3ccccc32)s1 | -1 | 140*
85 | CN(C(=O)COC(=O)c1ccc2c(c1)OCO2)C1CCS(=O)(=O)C1 (stereo unspecified) | 2 | -6
86 | CCCOc1cccc(OCCSc2nc(C)cc(=O)[nH]2)c1 | 6 | 0
87 | CC1CC(C)CN(C(=O)C2CCCN(S(=O)(=O)c3cccc4nonc34)C2)C1 (stereo unspecified) | -1 | 16
88 | CCOc1cc(S(=O)(=O)NCCc2ccc(OC)c(OC)c2)c(OCC)cc1-n1cnnn1 | -5 | 4
89 | O=C(CSc1ccccc1)Nc1cccc(S(=O)(=O)N2CCCC2)c1 | 1 | 0
90 | CCN=C1SC(CC(=O)Nc2ccccc2OCC)C(=O)N1CC (stereo unspecified) | -3 | 7
91 | O=C(O)c1cccc(C(=O)Nc2cccc(NC(=O)C3CCCO3)c2)c1 (stereo unspecified) | -4 | 2
92 | CSc1nc2cc(S(=O)(=O)N3CCOCC3)ccc2s1 | -6 | -1
93 | COc1cccc(CNC(=O)CCNC(=O)Cn2ccc3ccccc3c2=O)c1 | -3 | 5
94 | COc1ccc(/C=N\NC(=O)COc2ccc(C(C)(C)C)cc2)cc1Cn1nc(C)cc1C | 2 | 1
95 | COc1ccc(CNC(=O)C2CCN(S(=O)(=O)c3c(C)n[nH]c3C)CC2)cc1 | -1 | 11
96 | CCn1nc(CCC(=O)O)c2ccccc2c1=O | 1 | -5
97 | CCOC(=O)C(C)Sc1ncnc2nc[nH]c12 (stereo unspecified) | -2 | -9
98 | O=C(NCCOc1ccccc1)c1ccc2c(c1)OCO2 | 3 | 13
99 | Cc1ccccc1-n1nc(C)c2cc(C(=O)N3CCN(S(=O)(=O)c4ccc(Cl)cc4)CC3)sc21 | -3 | 13
100 | O=C1CC(N2CCCN(C3CC(=O)N(c4ccc(F)cc4)C3=O)CC2)C(=O)N1c1ccc(F)cc1 (stereo unspecified) | -3 | 6

# Numbers 76 through 79, quoted:
entry | Molecule | PglD DTNB | C2C12 statin
76 | CCC(C)c1ccc(OCC(=O)O)cc1 (stereo unspecified) | -1 | -2
77 | CC(C)c1ccc(NC(=O)c2ccc(-c3ccnn3C)c3ccoc23)cc1 | -10 | -22
78 | Cc1cc(=O)[nH]c(SCC(=O)O)c1C#N | -6 | -1
79 | O=S(=O)(/N=C(/Nc1cccc2ccccc12)c1ccccc1)c1cccs1 | 0 | 40

# Six entries already listed, ordered by the number in PglD DTNB, ascending:
no.	mol	PglD DTNB
77	CC(C)c1ccc(NC(=O)c2ccc(-c3ccnn3C)c3ccoc23)cc1	-10
78	Cc1cc(=O)[nH]c(SCC(=O)O)c1C#N	-6
88	CCOc1cc(S(=O)(=O)NCCc2ccc(OC)c(OC)c2)c(OCC)cc1-n1cnnn1	-5
97	CCOC(=O)C(C)Sc1ncnc2nc[nH]c12 (stereo unspecified)	-2
95	COc1ccc(CNC(=O)C2CCN(S(=O)(=O)c3c(C)n[nH]c3C)CC2)cc1	-1
98	O=C(NCCOc1ccccc1)c1ccc2c(c1)OCO2	3

# Further compounds follow.
entry | Molecule | PglD DTNB | C2C12 statin
101 | Cc1occc1-c1n[nH]c(=S)n1CC(C)C | 5 | 1
102 | CN(Cc1ccccc1)C(=O)c1cccc(N2C(=O)NC3CC2(C)Oc2ccccc23)c1 (stereo unspecified) | 6 | -5
103 | Cc1cccc(C(=O)O/N=C(\N)Cc2cccc3ccccc23)c1 | -2 | 15
104 | COc1ccc(C(=O)CSc2nnc(Cn3cnc4ccccc43)o2)cc1 | -2 | 2
105 | CSC1CCCCC1(O)CSc1nc2ccccc2o1 (stereo unspecified) | 2 | 2
106 | Cc1c(C#N)c(N=CN(C)C)c(C(=O)c2ccccc2)n1-c1ccc(Br)cc1 | 5 | -8
107 | CC(NC(=O)Cn1nc(-c2ccccc2)c2ccccc2c1=O)c1ccccc1 (stereo unspecified) | -3 | 13
108 | CN(c1ccccc1C(=O)Nc1ccccc1C(=O)NCc1ccco1)S(C)(=O)=O | -5 | -1
109 | O=c1[nH]c(/C=C/c2ccccc2[N+](=O)[O-])nc2ccccc12 | 6 | -1
110 | CCCS(=O)(=O)NC(=O)C1(C)CCN(C(=O)c2ccc(OC)c(F)c2)C1 (stereo unspecified) | -3 | -3
111 | O=C(CN1C(=O)C2CC=C(Cl)CC2C1=O)Nc1ccc(C(=O)O)cc1 (stereo unspecified) | -2 | 1
112 | CC1=C(C)C(=O)N(CCC(=O)O)C1=O | 1 | -1
113 | Nc1cc(N)nc(SCc2cccnc2)n1 | 0 | -14
114 | CCCCCN(C(=O)NC(=O)NCCCC)S(C)(=O)=O | 2 | 31
115 | Clc1ccc2nc(-c3ccccc3)c(Cc3ccsc3)n2c1 | 3 | -2
116 | Clc1ncnc2scc(C3COc4ccccc4O3)c12 (stereo unspecified) | 0 | 11

# Reformatted with two lines to a compound: 2 of the compounds above
# Every second line gives: PglD DTNB	C2C12 statin
83	O=C(NCc1cn2ccccc2n1)c1ccc2c(c1)OCO2
→ -2	-2
71	COc1ccc(NC(=O)NC(C(F)(F)F)C(F)(F)F)cc1
→ 6	6
